# CSM14.1 death rescue – rescue of cells from ER stress-induced death, primary screen, 384-well, CSM14.1, thapsigargin, ATP luminescence (AID 1222) | CSM14.1 thapsigargin-induced death rescue, ATP luminescence; higher % means a stronger effect | cellular ATP content (survival), % at 20 µM, or EC50 in µM where a hit was titrated | 190,000 tested, under 10 active;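 active means EC50 below 50 µM in the dose-response confirmation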;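 further: death triggered by thapsigargin at about 15 µM added after 2 h compound pretreatment; cell ATP read after overnight thapsigargin exposure of roughly 18 to 22 hours; normalized against plate controls of thapsigargin alone and 5% DMSO vehicle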
# P. falciparum M17LAP – P. falciparum M17LAP inhibitors, primary screen, biochemical, fluorogenic H-Leu-NHMec substrate, 1536-well (AID 1619); inhibition, % at 30 µM, or IC50 in µM where a hit was titrated; Leucine aminopeptidase (Plasmodium falciparum (isolate 3D7)); 0.38% of 220,000 active; recombinant M17LAP, H-Leu-NHMec fluorogenic kinetic assay; higher % means a stronger effect;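 active means compound inhibiting the enzyme by more than half at any dose during confirmatory dose-response retesting; inconclusive means strong single-dose inhibitors picked by rank but not retested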;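 further: plate controls were full reaction with DMSO carrier for no effect and no enzyme background for full effect; strong numbers were not always called active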
# MT stabilizer – microtubule stabilizers in HeLa cells, primary screen, imaging, high-content imaging; HeLa tubulin immunostaining HCS, 24 h; share of cells brighter than vehicle mean+2SD; 0.83% of 200,000 active; % tubulin-high responders, % at 10 µM;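 active means plate Z-score above 3 for both tubulin-high and condensed-nucleus cell shares, with cell loss under 80%, at 10 µM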;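 further: anti alpha tubulin signal scored within the nucleus-defined area of each cell; some results filed as inactive read as strong as hits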
# Insulin prom up – insulin promoter activators in MIN6 cells, imaging, high-content screening, mouse beta cells | z-score at 5 µM | 0.3% of 190,000 active | MIN6 insulin promoter-GFP reporter; stronger effect = higher value;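 active means z-score above 3 at 5 µM with at least 500 cells counted in the well; inconclusive means wells under 500 cells, flagged as cytotoxic or low count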
# Hep lipid drop – inhibitors of hepatocyte lipid droplet formation, primary screen, imaging, high-throughput imaging, BODIPY stain. 0.4% of 240,000 active. AML12 mouse hepatocytes, oleate lipid droplets. inhibition, % at 6.5 µM;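 active means lipid droplet intensity inhibited by at least 50%, with more than 500 cells counted; inconclusive means wells with under 300 cells, treated as cytotoxic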
#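 Test system: AML12 hepatocytes (mouse); reagent: oleate loading, 100 µM; dosing: one dose, 6.5 µM compound; incubation: overnight exposure; signal: fluorescence imaging, 20x objective, two fields per well; read-out basis: % inhibition of corrected integrated BODIPY droplet signal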
# Yfh1-depleted yeast – enhancers of respiration in Yfh1-depleted yeast, dose response, Friedreich's ataxia, plus single-dose screen (AID 1465). S. cerevisiae Yfh1-off respiration, WST-1 reduction, 72 h; higher fold induction means a stronger effect. fold induction at 50 µM, or EC50 in µM where a hit was titrated. 0.074% of 220,000 active;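 active means fold induction of absorbance versus untreated yeast above a set limit, then at least 30% activation at any dose in follow-up; inconclusive means repeats straddling the limit, or above it without dose testing; inactive means fold induction below the set limit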;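 further: activators that raise dye reduction in frataxin-depleted yeast; strong numbers were not always called active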
# M1AAP inhibition – P. falciparum M1AAP inhibitors, biochemical, fluorogenic H-Leu-NHMec substrate, 1536-well (AID 1445). one-dose inhibition, % at 30 µM; IC50 in µM for titrated hits. 0.42% of 220,000 active. Aminopeptidase N (Plasmodium falciparum (isolate 3D7)). recombinant M1AAP, H-Leu-NHMec fluorogenic kinetic assay; higher % means a stronger effect;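 active means primary inhibition above the hit cutoff, then over 50% inhibition at one or more dose response concentrations, cut at about 23% in these data, passing the limit was not always enough; inconclusive means conflicting primary data, or primary hits not chosen for dose response; inactive means low primary inhibition, or under 50% at every dose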;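 further: plate controls were DMSO full reaction for no effect and no enzyme background for full effect; strong numbers were not always called active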
# Autophagy HCS – autophagy modulators in MEF cells, primary screen, imaging, high-content, MEF GFP-LC3; calls only at 10 µM (by protocol); 0.98% of 190,000 active; MEF GFP-LC3 puncta imaging; test concentration mostly 10 µM; AID 463193, 2010;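 active means percentage of spot-positive cells more than 3 SD above its plate mean, without a fluorescence outlier flag or 80% toxicity; inconclusive means no clear call, values can overlap the other calls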;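 further: spot-positive cell cutoff set from DMSO-treated cells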
# Dynein cargo inh – inhibitors of GR-EGFP nuclear translocation, primary screen, dynein cargo transport inhibitor project, imaging, high-content, 3617.4 mouse cells; test concentration mostly 20 µM; stimulated with dexamethasone, 1 µM; stronger effect = lower value; z-score, hits read low; 0.47% of 220,000 active; AID 1381, 2008;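 active means plate z-score of nuclear minus cytoplasmic receptor signal below a set negative limit, without overly bright fluorescence or cell loss, cut at about -3.5 in these data, passing the limit was not always enough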;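 further: z-score of nuclear minus cytoplasmic ring GR-EGFP intensity difference per well; some compounds called inactive have numbers as strong as hits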
#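 Also added: dexamethasone, 1.0 µM final. Medium: tet-free, stripped-serum medium. Detection: fixed, Hoechst-stained cells imaged at 10x for EGFP. Read-out: nuclear-to-cytoplasmic GR-EGFP distribution per well. Times: induction 48 h, compound 1 h, agonist 30 min.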
# Dynein cargo inh cytoplasmic EGFP – further read-out of Dynein cargo inh, marked with its call; z-score; measured here: cytoplasmic GR-EGFP intensity; stronger effect = higher value
# Dynein cargo inh nuclear GR-EGFP – also measured in Dynein cargo inh; calls as there; z-score; measured here: nuclear GR-EGFP intensity;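 lower value marks the stronger effect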
# Dynein cargo inh cell count – also measured in Dynein cargo inh; calls as there; z-score; measured here: cell count per field
# Insulin prom up cell count – further read-out of Insulin prom up, marked with its call; cell count; measured here: cytotoxicity, nuclei count;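 total cells summed across four imaged fields per well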
# Hep lipid drop cells 6.5 µM – recorded beside Hep lipid drop, whose call it bears; cell count; measured here: cell count, cytotoxicity flag;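 cells counted across two imaged fields per well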
# MT stabilizer Hoechst-high % – further read-out of MT stabilizer, marked with its call; % Hoechst-high responders; measured here: nuclear condensation Hoechst responders;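 share of cells brighter than vehicle mean plus two SD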
# MT stabilizer cytotoxicity % – further read-out of MT stabilizer, marked with its call; toxicity, %; measured here: cytotoxicity by cell density;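 0% = mean cell density of plate MIN control wells and 100% = no cells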
# Autophagy HCS cell loss 18 h – also measured in Autophagy HCS; calls as there; toxicity, %; measured here: cell loss, nuclei count;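 cell loss after 18 h compound exposure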
# * = called active by the depositor; i = inactive; ? = inconclusive; / = no result given.
SMILES,CSM14.1 death rescue,P. falciparum M17LAP,MT stabilizer,MT stabilizer Hoechst-high %,MT stabilizer cytotoxicity %,Insulin prom up,Insulin prom up cell count,Hep lipid drop,Hep lipid drop cells 6.5 µM,Yfh1-depleted yeast,M1AAP inhibition,Autophagy HCS,Autophagy HCS cell loss 18 h,Dynein cargo inh,Dynein cargo inh cytoplasmic EGFP,Dynein cargo inh nuclear GR-EGFP,Dynein cargo inh cell count
O=C1N=c2ccccc2=C1c1c(O)n(-c2cccc(F)c2)[nH]c1=O,-0.3%,20%,2.4,3.0,3.1,0.36,1391,12,688,i,4%,i,11,-0.16,-0.25,-0.44,0.7
COC(=O)c1ccc(NC(=O)Nc2ccc(F)cc2)cc1,-1.4%,24%,2.4,2.6,4.4,-3.5,940,/,/,i,5%,i,11,-0.97,-0.16,-0.21,0.011
Cc1cc(NC(=O)C2CC(c3ccc(F)cc3)=NO2)n(-c2ccccc2)n1 (centres undefined),0.2%,1%,6.3,2.1,6.7,?,/,/,/,i,8%,i,7,1.7,-0.093,1.1,-0.86
CCN(CC)S(=O)(=O)c1cccc(C(=O)Nc2ccc(Cl)cn2)c1,-0.8%,23%,5.8,2.9,4.8,-0.07,857,5,775,i,1%,i,8,-0.66,0.047,-0.054,0.073
Fc1ccc2[nH]c3c(N4CCN(c5ccccc5)CC4)ncnc3c2c1,/,0%,2.6,3.0,12,0.85,1219,-23,617,i,9%,i,-9,0.08,-0.14,0.36,-0.2
O=C(COC(=O)Cc1ccc(Br)cc1)NC1CCCCCC1,-0.1%,-5%,1.9,1.6,13,-0.63,1319,4,743,i,-1%,i,-3,1,-0.29,0.099,-0.87
COc1cc(NC2c3ncccc3C(=O)N2Cc2ccco2)cc(OC)c1 (centres undefined),-0.9%,4%,3.1,4.1,9.9,-0.63,1133,/,/,i,5%,i,-8,0.48,-0.28,0.49,-0.57
O=C(O)c1cccc(NN=C2c3ccccc3-c3ccccc32)c1,1.3%,18%,2.7,2.3,5.2,-0.74,1249,15,716,i,18%,i,0,-1.3,-0.3,-0.31,1.4
Cc1[nH]c2ccccc2c1NC(=O)CN1CCN(Cc2ccc3c(c2)OCO3)CC1,0.0%,-6%,1.6,1.9,10,-0.83,1192,/,/,i,3%,i,9,-0.12,-0.16,-0.23,-0.28
CCN1CCN(C(=O)/C=C/c2ccccc2[N+](=O)[O-])CC1,-1.3%,11%,3.0,0.8,3.7,0.52,1539,32,727,i,-2%,i,-16,1.8,1.2,1.4,-2.2
CN(C)C(=O)COC(=O)c1cc(Cl)cc(Cl)c1N,-1.7%,-79%,3.2,1.4,4.8,/,/,7,745,i,5%,i,15,0.8,-0.27,0.23,0.66
Cc1ccc(CNC(=O)c2ccc[nH]2)cc1,-1.5%,2%,3.2,1.8,5.6,-0.34,1429,-1,615,i,1%,i,4,-0.43,-0.32,-0.12,0.61
COc1ccc(/C=C/C(=O)NCc2cccnc2)cc1,-3.2%,10%,2.6,4.5,5.0,-0.34,1491,19,651,i,3%,i,-2,-0.23,-0.31,-0.25,0.51
Cn1nnnc1SCCNCc1ccccc1OCc1ccc(Cl)cc1,-3.2%,15%,1.2,3.4,6.9,/,/,2,574,i,3%,i,-11,-0.57,-0.29,-0.62,0.78
Cn1c2c(c(=O)n(C)c1=O)C(NS(=O)(=O)c1ccccc1)(C(F)(F)F)C(=O)N2 (centres undefined),-0.3%,44%,1.3,1.6,6.8,-0.6,1415,/,/,i,5%,i,35,-0.67,-0.16,-0.16,0.38
CCOC(=O)C(NC(=O)c1ccc(F)cc1)(Nc1sc2c(c1C(N)=O)CCC2)C(F)(F)F (centres undefined),-6.6%,26%,3.8,2.4,4.7,0.19,1232,34,688,i,5%,i,-5,-2.8,0.82,-1.7,-0.89
O=C(COC(=O)c1ccc(O)cc1)Nc1ccccc1-c1ccccc1,-2.5%,-17%,1.5,1.6,9.4,0.79,1235,18,630,i,2%,i,8,-0.27,-0.22,0.24,-0.66
Cc1nc2ncnn2c(C)c1Cc1c(Cl)cccc1Cl,0.8%,7%,1.1,1.8,7.7,0.52,842,-2,802,i,6%,i,5,-0.096,-0.23,-0.17,0.42
Cc1cccc(NCC(=O)N/N=C\c2cccn2C)c1,/,8%,/,/,/,-0.29,990,0,689,i,-5%,/,/,2.6,-0.22,1.8,-1.5
O=C1CSc2ccc(C(=O)NCC(c3ccco3)N3CCCCC3)cc2N1 (centres undefined),27%,0%,2.9,2.0,1.6,-0.38,1302,8,667,i,0%,i,-6,1.6,-0.38,0.024,-0.24

# Individual results from the list.
# Under Dynein cargo inh, `COC(=O)c1ccc(NC(=O)Nc2ccc(F)cc2)cc1` is entered as -0.97
# Under MT stabilizer cytotoxicity %, `Cc1ccc(CNC(=O)c2ccc[nH]2)cc1` is entered as 5.6

# An excerpt from above, limited to MT stabilizer Hoechst-high %, Insulin prom up and Dynein cargo inh cytoplasmic EGFP:
Structure	MT stabilizer Hoechst-high %	Insulin prom up	Dynein cargo inh cytoplasmic EGFP
CCN(CC)S(=O)(=O)c1cccc(C(=O)Nc2ccc(Cl)cn2)c1	2.9	-0.07	0.047
Fc1ccc2[nH]c3c(N4CCN(c5ccccc5)CC4)ncnc3c2c1	3.0	0.85	-0.14

# (next part)
SMILES,CSM14.1 death rescue,P. falciparum M17LAP,MT stabilizer,MT stabilizer Hoechst-high %,MT stabilizer cytotoxicity %,Insulin prom up,Insulin prom up cell count,Hep lipid drop,Hep lipid drop cells 6.5 µM,Yfh1-depleted yeast,M1AAP inhibition,Autophagy HCS,Autophagy HCS cell loss 18 h,Dynein cargo inh,Dynein cargo inh cytoplasmic EGFP,Dynein cargo inh nuclear GR-EGFP,Dynein cargo inh cell count
CC(=O)Nc1ccc(S(=O)(=O)N2CCC(C(=O)O)CC2)cc1,-0.4%,-2%,2.0,2.1,4.3,-0.31,1544,-10,703,i,4%,i,10,-1.2,0.48,-0.53,-0.2
CCOc1ccc(-c2nnc(SCC(=O)Nc3cc(C)on3)o2)cc1,1.0%,-1%,3.4,3.2,6.2,-1.1,1304,12,729,i,-1%,i,13,-0.18,-0.27,0.38,0.4
Cc1noc(C)c1C(=O)Nc1ccc(Cl)cc1C(F)(F)F,0.8%,0%,3.9,1.5,5.4,-0.41,1581,/,/,i,-3%,i,22,0.77,-0.27,0.24,0.47
COc1ccc(-n2nc(C)cc2Nc2ccccc2C(=O)O)cc1,/,12%,/,/,/,-0.31,1259,-3,694,i,-1%,/,/,-1.1,-0.087,-0.47,1.3
CCCn1c(NCc2ccc3c(c2)OCO3)nc2ccccc21,/,2%,4.0,2.5,7.5,-0.74,1188,-38,587,i,7%,i,-4,-0.85,-0.088,0.14,-0.3
O=C(CC1Nc2cccc3cccc(c23)NC1=O)Nc1ccc(F)cc1 (centres undefined),-1.3%,2%,1.6,1.3,7.2,-0.58,1454,0,685,i,11%,i,15,0.13,-0.22,0.27,-0.3
CCOc1cccc2c1OC1(CCCCC1)N1N=C(c3cccnc3)CC21 (centres undefined),-0.3%,2%,0.7,3.3,11,/,/,0,491,i,3%,i,5,0.75,-0.12,0.32,-0.92
O=C(COc1ccccc1)Nc1ccc(S(=O)(=O)Nc2ncccn2)cc1,-0.3%,14%,3.5,1.9,0.9,1.9,1314,41,731,i,3%,i,2,0.75,-0.35,-0.33,1
CC(C)OC(=O)NC(c1ccccc1)C(Cl)(Cl)Cl (centres undefined),-2.2%,0%,2.2,1.4,6.4,-0.76,1250,-1,612,i,4%,i,18,1.7,-0.23,0.75,-1.3
CC(C)OC(=O)c1ccc(N)cc1,-0.7%,/,1.8,1.7,2.0,0.2,1616,-14,687,i,/,i,23,-0.21,-0.22,0.38,0.038
CCCCN(C)C1CCN(C(=S)Nc2cccc(SC)c2)CC1,6.8%,3%,4.4,1.6,5.2,-0.5,1285,12,685,i,5%,i,27,2.9,-0.2,2,-1.6
COc1cc2c(C(=O)N3CCN(C)CC3)c(C)n(-c3ccccc3)c2cc1Br,0.6%,28%,4.2,1.7,7.0,-0.85,1533,/,/,i,4%,i,-8,-0.65,-0.037,-1,0.73
COc1ccc(NC(=S)Nc2ccccn2)cc1,/,3%,/,/,/,-0.35,1040,0,688,i,0%,/,/,1.3,-0.44,0.7,-1.9
COc1nc(C)nc(NC(=O)NS(=O)(=O)c2ccc(C)cc2)n1,-2.4%,0%,2.5,1.0,9.2,0.05,783,1,784,i,4%,i,4,0.68,-0.053,0.65,-0.23
NC(=O)C(=O)NN=C1CCC(c2ccccc2)CC1 (centres undefined),-2.4%,5%,1.5,2.0,4.9,-0.05,1443,/,/,i,2%,i,10,-0.3,-0.29,-0.43,-0.11
Cc1ccc(/C=N/NC(=O)CNC(=O)COc2ccc(Cl)cc2)o1,-1.9%,3%,2.2,1.4,9.8,/,/,16,725,i,6%,i,-2,-0.46,-0.29,-0.14,0.48
COc1ccc(S(=O)(=O)N2CCN(C(=O)COc3ccccc3)CC2)cc1,1.1%,-4%,/,/,/,-0.22,1341,1,692,i,7%,i,7,-0.91,0.036,-0.13,0.26
